TDP1 cell noCPT: qHTS for Inhibitors of human tyrosyl-DNA phosphodiesterase 1 (TDP1): qHTS in cells in absence of CPT. DT40 Tdp1-/- hTDP1 cells, no CPT, ATP luminescence, 48 h. Potency, µM (series often up to 46.2 µM), without a hit: at the highest dose activity change, negative = growth inhibition, hits mostly inhibitors. 420,000 compounds, 15% hits. AID 686978, 2013; active = well fitted inhibition curve with a large enough effect; inconclusive = small, poorly fitted or top-dose-only effect; note: nearly all actives have a fitted effect of over 55% in size
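Growth kinetics read by CellTiter-Glo luminescence after ≥48 hr at 37 °C. Cells: DT40 Tdp1-/- stably carrying human TDP1, 400 per well, compound exposure in the absence of CPT (DMSO vehicle).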
Active calls of the source: *; ? = inconclusive; ! = not active in a repeat. % is set by controls: 0 for no effect and ±100 for the full control effect; potency is the fitted concentration of half-maximal effect. An excerpt; the hit share may differ from the screen's.

SMILES	TDP1 cell noCPT
COC1CCC2(C)C(=CCC3C4CC(O)CC4(C)CCC32)C1 (centres undefined)	21µM*
C[C@H]1CN([C@@H](C)CO)C(=O)c2cc(Br)cnc2O[C@@H]1CN(C)C(=O)Nc1ccc(C(F)(F)F)cc1	23µM*
Cc1ccc([C@H]2N[C@]3(CCCN(Cc4cccn4C)C3=O)[C@H]3C(=O)N(Cc4ccccc4)C(=O)[C@@H]23)cc1	?
CCN(C(=O)CSc1nnc(-c2ccc(OC)cc2)n1N)c1c(N)n(Cc2ccccc2)c(=O)[nH]c1=O	22%
CCOC(=O)c1cc2ccccc2n1C1CCN(CCc2ccccc2)CC1	7.3µM*
Cc1ccc(S(=O)(=O)N(C)C[C@@H]2OCCCC[C@@H](C)Oc3ccc(NS(=O)(=O)c4c(C)noc4C)cc3C(=O)N([C@H](C)CO)C[C@@H]2C)cc1	12µM*
CC1C(=O)N(Cc2cn(Cc3ccco3)nn2)CCS(=O)(=O)N1Cc1ccc(-c2cccnc2)cc1 (centres undefined)	?
COc1ccc(C(=O)c2ccc(Cl)cc2)c(OC)c1OC	?
Cc1ccc2ccc(C#N)cc2c1O	-30%
Cc1cc(C)c(C)c(S(=O)(=O)N2CCNC(=O)C2)c1C	2%
O=C(CCC1CCCN(C(=O)c2cc(F)ccc2F)C1)N1CCN(c2ccccn2)CC1 (centres undefined)	?
S=C(NCc1ccco1)NCc1ccco1	26µM*
CC(C)c1cc(Cn2c3ccccc3c(=O)n2C(C)Cn2cc(COc3ccccc3)nn2)on1 (centres undefined)	?
Cc1ccsc1C(=O)N1CCCC1(C)C(=O)NCC(C)C (centres undefined)	-12%
O=C1Nc2cc(C(=O)NCCCN3CCCC3)ccc2S/C1=C/c1cccc(Cl)c1	?
O=[N+]([O-])c1cc2ccccc2c(O)c1O	?
CN(Cc1ccccc1)Cc1nc2c(c(=O)n(C)c(=O)n2C)n1CCc1ccccc1	18µM*
COc1ccc(Cc2nc3ccc(C(=O)N4CCCCC4CO)cc3o2)cc1OC (centres undefined)	21µM*
COc1ccc2c(CN3CCN(C(C)=O)CC3)cc(=O)oc2c1	1%
O=c1cc(-c2ccccc2)n(S(=O)(=O)c2ccc3ccccc3c2)o1	-7%
CCc1cccc(NC(=O)COC(=O)c2c(-c3ccccc3)noc2C)c1	?
O=C(CC[C@H]1O[C@@H](n2ccc(=O)[nH]c2=O)[C@H](O)[C@@H]1O)N[C@H](Cc1ccccc1)C(=O)NCCCc1ccccc1	1%
CCOc1ccc(CCN2C(=S)N([C@@H](Cc3ccccc3)CN3CCC[C@@H]3CN3C(=S)NC[C@@H]3CC(C)C)C[C@@H]2Cc2ccccc2)cc1	15µM*
CCOC(=O)C1=CCC2C(=O)N(C)C(=O)C12 (centres undefined)	2%
Cc1ccc(C(=O)N2[C@@H]3CN(C)C(=O)[C@@]2(C)[C@H]2C(=O)N(Cc4ccccc4)C(=O)[C@@H]32)cc1	-1%
Next part.
SMILES	TDP1 cell noCPT
C[C@H](O)[C@@H]1C(=O)N2CCc3c([nH]c4ccccc34)[C@@H]2C[C@@H]1N(C)C(=O)c1cc(Cl)cc(Cl)c1	18µM*
CC(C)C[C@H]1CNC(=S)N1C[C@H]1CCCN1C[C@H](Cc1ccccc1)N1C[C@H](Cc2ccc(O)cc2)N(CC2CCCCCC2)C1=S	13µM*
O=C(NCc1ccccn1)C1CC(=O)N(C2CCCC2)C1 (centres undefined)	-13%
O=C1CCCc2ccc3ccccc3c21	-18%
COc1cccc(CNC(=O)[C@@H]2CCCN2C(=O)[C@H]2CCCCN2C(=O)c2ccccc2)c1	-19%
CCc1nc2c(OCc3ccccc3)cccn2c1N(C)C(=O)C(C)C	?
O=C(NC(c1ccc(Cl)cc1)c1cnccn1)C1CCN(CCCc2ccccc2)CC1 (centres undefined)	?
O=C(NCc1ccco1)c1ccc(-c2ccc(F)c(F)c2)c2ccoc12	18µM*
O=C(CCN1C(=O)S/C(=C\c2ccccc2)C1=O)N1CCOCC1	-30%
CC(C)(C)NC(=O)[C@@H]1CN(Cc2cccnc2)CCN1C[C@@H](O)C[C@@H](Cc1ccccc1)C(=O)N[C@H]1c2ccccc2C[C@H]1O	12µM*!
CC(C)N(C)c1ncnc2c1ncn2[C@H]1CN(Cc2ccc(-c3ccccc3)cc2)C[C@@H](CO)O1	6.5µM*
COc1ccccc1NC(=O)CCNC(=O)C1CCN(S(=O)(=O)c2ccccc2)CC1	-23%
COc1ccc(F)cc1-c1cc(C(=O)NCc2cccc(C(F)(F)F)c2)[nH]n1	?
COc1cccc(C(c2nnnn2C2CCCC2)N2CCN(C/C=C/c3ccccc3)CC2)c1OC (centres undefined)	?
CCc1nc2ccc(C(=O)Nc3ccc(NC(C)=O)cc3)cn2c1N(CCC(C)C)CCN(C)C	-25%
CCCCCn1c(=O)[nH]c2cc(C(=O)NCCN3CCOCC3)ccc2c1=O	?
CCOC(=O)C1=C(COC(=O)CNS(=O)(=O)c2ccc(C)c(C)c2)NC(=O)NC1C (centres undefined)	-2%
Fc1ccc(NC(=S)SCc2ccc3c(c2)OCO3)cc1F	18µM*
O=C1c2ccccc2C(c2nnnn2Cc2ccccc2)N1CCc1ccc(O)cc1 (centres undefined)	-23%
OC1(c2cccnc2)CCN(Cc2ccc3c(c2)CN(Cc2cccc(F)c2F)CCO3)CC1	?
COc1cccc(CN2CCC2(C)C(=O)Nc2cccc(NS(C)(=O)=O)c2)c1OC (centres undefined)	23µM*
O=C(CSc1nnc2scc(-c3ccccc3)n12)Nc1nsc(-c2ccc(Cl)cc2)n1	21µM*
CCN(Cc1ccccc1)c1cc2c(c3c1ccn3C)C1CCC2C1 (centres undefined)	23µM*
O=C1N[C@@H](Cc2ccccc2)C(=O)N2[C@H]1C[C@]1(Br)c3ccccc3N(S(=O)(=O)c3ccc(F)cc3)[C@H]21	?
CCCc1c(C(=O)N/N=C(\C)c2cccnc2)nnn1-c1nonc1N	7%

Compounds from the list above that contain a Cl atom, in the order listed:
SMILES	TDP1 cell noCPT
COc1ccc(C(=O)c2ccc(Cl)cc2)c(OC)c1OC	?
O=C1Nc2cc(C(=O)NCCCN3CCCC3)ccc2S/C1=C/c1cccc(Cl)c1	?
C[C@H](O)[C@@H]1C(=O)N2CCc3c([nH]c4ccccc34)[C@@H]2C[C@@H]1N(C)C(=O)c1cc(Cl)cc(Cl)c1	18µM*
O=C(NC(c1ccc(Cl)cc1)c1cnccn1)C1CCN(CCCc2ccccc2)CC1 (centres undefined)	?
O=C(CSc1nnc2scc(-c3ccccc3)n12)Nc1nsc(-c2ccc(Cl)cc2)n1	21µM*

Filtered by structure: those above containing bromine (2)
SMILES	TDP1 cell noCPT
C[C@H]1CN([C@@H](C)CO)C(=O)c2cc(Br)cnc2O[C@@H]1CN(C)C(=O)Nc1ccc(C(F)(F)F)cc1	23µM*
O=C1N[C@@H](Cc2ccccc2)C(=O)N2[C@H]1C[C@]1(Br)c3ccccc3N(S(=O)(=O)c3ccc(F)cc3)[C@H]21	?

Carrying on.
SMILES	TDP1 cell noCPT
CCc1ccc(/C=C\C(=O)N2CCCC2)cc1	-25%
CCC1CN(CCNC(=O)c2cccnc2C)Cc2cc(OC)ccc2O1 (centres undefined)	-19%
COc1ccc(CN2C[C@H](Sc3nc4ccccc4[nH]3)C[C@H]2C(=O)N(C)C)c2ccccc12	-16%
O=C(Cc1ccc(NC(=O)C2CCCN(C(=O)C3CCCC3)C2)cc1)Nc1ccc(C(=O)N2CCOCC2)cc1 (centres undefined)	-22%
Cc1cccc(N(CC(=O)NCc2ccco2)S(=O)(=O)c2ccccc2)c1	-20%
COc1ccc(/C=C/C(=O)NCc2ccc3c(c2)OCO3)cc1OC	-8%
CCCc1cc(=O)[nH]c(SCC(=O)Nc2cc(S(=O)(=O)N3CCCCC3)ccc2Cl)n1	4%
Cn1c(=O)c2[nH]c(C3CC3)nc2n(C)c1=O	0%
CC1(C(=O)NCc2cccc(Cl)c2)Cc2c(-c3cccc(C(N)=O)c3)ccnc2O1 (centres undefined)	?
Cc1c(C(=O)NCc2ccc3c(c2)OCO3)sc(=O)n1Cc1ccc(-c2ccccc2)cc1	-23%
COC(=O)c1ccccc1NC(=O)COC(=O)Cc1ccc(S(=O)(=O)N2CCOCC2)s1	5%
COCOCCn1cc(CN2CCS(=O)(=O)N(Cc3ccc(-c4ccc(Cl)c(Cl)c4)cc3)C(C(C)C)C2=O)nn1 (centres undefined)	2.3µM*
CCCCN(C=O)c1c(CC)nc2ccc(C(=O)NCCCN3CCCC3=O)cn12	1%
O=C(c1ccoc1)N1CCN(c2cc(-c3cccc(F)c3)nc3cc(-c4cccc(Cl)c4)nn23)CC1	4.6µM*
COC(=O)C[C@@H]1C[C@@H]2c3cc(NS(=O)(=O)c4ccccc4)ccc3O[C@@H]2[C@@H](CO)O1	?
COC(=O)C1=C(CCc2ccccc2)NC(=O)NC1c1ccc(C#N)cc1 (centres undefined)	3%
O=C(COC(=O)C1COc2ccccc2O1)c1ccccc1 (centres undefined)	4%
CCCCN1C(=O)C(CC(=O)NCCCN(C)C)CC(C(=O)N(C(C)C)C(C)C)=C1C (centres undefined)	8%
CCCNC(=O)c1cc(C2CCCCN2C(=O)c2cccs2)on1 (centres undefined)	3%
COc1ccc(OC)c(NC(=O)C2(C)CCN2C(C)C)c1 (centres undefined)	-22%
O=C(Nc1ccc2c(c1)OCCO2)C1c2ccccc2OCC(=O)N1CCc1c[nH]c2ccccc12 (centres undefined)	-24%
O=c1[nH][nH]c2c1[C@H](CCc1cccc(Cl)c1)O[C@H](C1CCCC1)C2	?
Clc1cccc(Cc2c(-c3cccc(Br)c3)nc3c4ccccc4ccn23)c1	-21%
Cc1cccc(NS(=O)(=O)c2ccc(C)c(C(=O)NNC(=O)c3csc(N4CCOCC4)n3)c2)c1	-2%
O=C1C2CCC(C2)C1CN1CCOCC1 (centres undefined)	-13%
New compounds follow.
SMILES	TDP1 cell noCPT
COCCCNC(=O)c1ccc(-c2c(C)noc2C)c2ccoc12	?
C[C@H](NC(=O)[C@@H]1CCCN1C(=O)[C@@H]1CCCN1C(=O)OC(C)(C)C)c1ccccc1	-6%
CC1(C(=O)Nc2ccc3c(c2)OCCO3)CCC(=O)N1C1CCN(Cc2ccccc2)CC1 (centres undefined)	2%
CCN(c1ccccc1)S(=O)(=O)c1ccc(Oc2ccccc2)c(N)c1	?
Cc1ccc(NC(=O)C2(C)CCN2Cc2ccc(OC(C)C)cc2)cc1 (centres undefined)	?
O=C1N[C@@H](Cc2c[nH]c3ccccc23)C(=O)N[C@H]1Cc1ccccc1	1%
CCCN1/C(=C(\C#N)C2=NS(=O)(=O)c3ccccc32)N(C)c2ccccc21	1%
Cc1ccc(C)c(OCC(=O)OCc2csc(CC(=O)Nc3ccccc3C)n2)c1	-17%
CN(C)CC(C)(O)c1ccc2c(c1)CN(Cc1cnn(-c3ccccc3)c1)CCO2 (centres undefined)	-4%
N=c1c(S(=O)(=O)c2ccc(Br)cc2)cc2c(=O)n3ccccc3nc2n1CCN1CCOCC1	-1%
Cc1cccc(NC(=O)c2ncn3c2C(=O)N[C@H](C)C3)c1	?
O=C(CC(=O)N1CCOCC1)N1CCOCC1	-8%
CCC(=O)c1cccc(-c2ccccc2)c1CC	-16%
COc1ccc(C(NC(=O)C2CCN(Cc3ccc(Oc4ccccc4)cc3)CC2)c2ccccc2C)cn1 (centres undefined)	18µM*
CCCCC(=O)N(C)c1c(CC)nc2c(OCC(=O)C(C)(C)C)cccn12	-23%
CCC(=O)N1CCC1(C)C(=O)Nc1ccc2scnc2c1 (centres undefined)	-8%
COc1cc(C(=O)N2CCCCC2c2cc(C(=O)N3CCOCC3)no2)cc(OC)c1C (centres undefined)	0%
CN1CCC(n2[nH]c(-c3ccccc3)c(Cc3ccccc3)c2=O)CC1	?
CC(=O)N1c2ccc(C)cc2Sc2c1ccc1ccccc21	?
COc1ccc(C(C)(NC(C)=O)c2nc(-c3cnc4ccccc4c3)cs2)cc1 (centres undefined)	?
CC(=O)C1=CCC(c2ccccc2)N(S(=O)(=O)c2ccccc2C)C1 (centres undefined)	21µM*
COc1cc(C=CC(=O)c2ccccc2)cc(OC)c1OC	8.2µM*
COc1ccc(N2CCN(C(=O)c3ccc(CS(=O)c4cccc(Cl)c4)o3)CC2)cc1 (centres undefined)	15µM*
O=C(C[N+]12CCCc3cccc(c31)CCC2)c1ccc2ccccc2c1	7.1µM*
C[C@@H]1CN([C@@H](C)CO)C(=O)c2c(c3ccccc3n2C)-c2ccccc2CO[C@H]1CN(C)S(=O)(=O)c1ccc(C(F)(F)F)cc1	-16%
The list goes on:
SMILES	TDP1 cell noCPT
COc1ccc(-c2nc3ccccc3o2)cc1NC(=O)COc1ccc(C)cc1	-18%
COc1cccc(CN(CC(=O)NCC2CCCO2)C(=O)CNS(=O)(=O)c2ccccc2)c1 (centres undefined)	-1%
COc1cc(/C=C(\CC(=O)O)c2nc3ccccc3s2)ccc1OCC(=O)Nc1ccccc1F	?
O=C(Cc1ccccc1)c1ccc(O)cc1	-12%
Cn1ccc2c(-c3ccc(C(F)(F)F)cc3)cc3c(c21)C1CCC3C1 (centres undefined)	?
COC(=O)[C@]12CCCCC=C1N(CCc1ccc(OC)c(OC)c1)C(=O)[C@H](CC(=O)NCc1ccccc1)C2	21µM*

Rewritten comma-delimited: two of the compounds above.
Compound,TDP1 cell noCPT
COc1cc(/C=C(\CC(=O)O)c2nc3ccccc3s2)ccc1OCC(=O)Nc1ccccc1F,?
O=C(Cc1ccccc1)c1ccc(O)cc1,-12%
